Assay outcomes deposited in PubChem by Broad Institute.
ARNT TACC3 PPI = disruptors of human ARNT/TACC3 interaction; Q9Y6A5; AlphaScreen His-ARNT PAS-B/GST-TACC3 binding, luminescence; TACC3 fragment carries E629A point mutation; inhibition, % at 9.99 µM; actives 0.66% (n = 390,000);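 active means mean inhibition of replicates at least 50% and at least half of replicates each reaching 50%; inconclusive means half or more replicates reach 50% but mean below 50%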;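 further: 0% = complete ARNT plus TACC3 wells and 100% = ARNT alone without TACC3; many hits fall short of the cut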
Casp6 inh = caspase-6 (human) enzyme inhibition; P55212; purified caspase-6, Z-VEID-R110 cleavage fluorescence; inhibition, % at 12.5 µM; actives 0.53% (n = 350,000);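 active means mean inhibition across replicates at least about 35%, with every replicate also reaching that limit, limit read from the data; inconclusive means only one of the two criteria met; inactive means neither criterion met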;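 further: 0% = median of neutral control wells and 100% = no fluorescence left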
Target sequence (P55212 24-179 limits assumed): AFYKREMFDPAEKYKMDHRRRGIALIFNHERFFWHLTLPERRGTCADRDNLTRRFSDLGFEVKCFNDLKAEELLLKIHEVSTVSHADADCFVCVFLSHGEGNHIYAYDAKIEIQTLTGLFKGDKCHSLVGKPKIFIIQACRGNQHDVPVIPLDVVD
Target sequence (P55212 194-293 limits assumed): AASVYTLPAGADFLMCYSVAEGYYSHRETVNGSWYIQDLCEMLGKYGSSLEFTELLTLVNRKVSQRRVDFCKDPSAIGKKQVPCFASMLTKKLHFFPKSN
PglD inh = PglD (C. jejuni) enzyme inhibition; purified PglD enzyme, DTNB colorimetric CoA detection; inhibition, % at 12.5 µM; actives 0.098% (n = 360,000); AID 602405; in the data active means inhibition above about 16%, passing the limit was not always enough; inconclusive means no clear call, values can overlap the other calls; further: strong numbers were not always called active
RAD52 anneal inh = inhibitors of human RAD52 DNA annealing. actives 0.46% (n = 360,000). AID 651710. recombinant RAD52 DNA annealing, FRET fluorescence. inhibition, % at 18.7 µM. P43351;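 active means every replicate showing at least 50% inhibition; inconclusive means mean inhibition at least 50% but not in every replicate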
Target sequence (P43351 whole entry, looked up): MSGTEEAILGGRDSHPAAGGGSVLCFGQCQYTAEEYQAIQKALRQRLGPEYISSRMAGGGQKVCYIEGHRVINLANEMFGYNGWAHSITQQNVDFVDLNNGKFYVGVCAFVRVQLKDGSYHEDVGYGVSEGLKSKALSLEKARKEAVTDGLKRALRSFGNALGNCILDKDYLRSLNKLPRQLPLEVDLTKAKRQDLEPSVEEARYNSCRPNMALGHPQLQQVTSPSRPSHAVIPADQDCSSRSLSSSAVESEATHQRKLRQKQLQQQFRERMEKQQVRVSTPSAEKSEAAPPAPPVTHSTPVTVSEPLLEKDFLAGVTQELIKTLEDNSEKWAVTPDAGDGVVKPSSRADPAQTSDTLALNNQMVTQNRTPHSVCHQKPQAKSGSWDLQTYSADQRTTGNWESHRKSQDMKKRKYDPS
esBAF inh = SWI/SNF esBAF complex inhibition; mouse ES cells, Bmi1-luciferase knock-in reporter, 24 h; 100% = twice the neutral-well signal; reporter increase, % at 12.5 µM; actives 2% (n = 350,000); in the data active means activation above about 40%; inconclusive means no clear call, values can overlap the other calls;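 further: 0% = median of the plate's neutral control wells and 100% = double that signal; a rise in the Bmi1 reporter signal indicates esBAF inhibition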
ERp5 block = inhibitors of human ERp5; actives 0.05% (n = 350,000); Q15084; ERp5 insulin aggregation, absorbance 650 nm, 90 min; inhibition, % at 9.99 µM;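 active means mean replicate inhibition above about 25%, with every replicate also reaching it, limit read from the data, passing the limit was not always enough; inconclusive means only one of those two criteria met; inactive means neither criterion met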
E-selectin induc = E-selectin induction on HUVECs; P16581; HUVEC E-selectin immunofluorescence imaging; normalized: neutral wells 0, TNF-alpha wells 100; activation, % at 7.58 µM; actives 0.37% (n = 260,000); AID 686992;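 active means mean E-selectin-positive cell signal at least 10% of the positive control, reached in at least 60% of replicates, without over 20% cell loss; inconclusive means no rule given, readout overlaps actives, possibly toxicity-flagged; inactive means the rest, including those meeting only one limit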;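 further: in these data hits start at about 27%; measured in HUVEC primary endothelial cells; signal is the percent of cells scored E-selectin positive by PE staining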
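Test system – human umbilical vein endothelial cells (HUVEC), E-selectin induction · Input – 3,000 HUVEC seeded per well · Buffer or medium – EGM-2, gelatin · Compound dosing – single-point compound dose · Detection – immunofluorescence imaging · Measure – percent E-selectin-positive cells · Controls – TNF-alpha high, DMSO low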
RAD54 inh = blocks human RAD54 Holliday junction branch migration | AID 602329 | inhibition, % at 10.4 µM | actives 0.14% (n = 360,000) | FAM/BHQ fluorescence;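 active means mean normalized replicate activity at least 40 and at least half of replicates scoring 40 or more; inconclusive means only one of the two criteria met; inactive means mean below 40 and under half of replicates reaching 40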;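 further: 0% = median of neutral control wells and 100% = median of positive control wells; inhibitors cause a drop in the FAM fluorescence signal; in these data hits start at about 50%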
* hit, by the source's call; i = inactive; ? = inconclusive; . = not tested or not shown; & = joins results of further samples. This is a subset; rates above refer to the full screens.

entry	molecule	ARNT TACC3 PPI	Casp6 inh	PglD inh	RAD52 anneal inh	esBAF inh	ERp5 block	E-selectin induc	RAD54 inh
1	CCN(CC)CCNCc1nc2ccccc2c(=O)n1-c1ccc(F)cc1	-1	-12	-6	-1	.	1	.	6
2	C=CCn1c(O)c(C=Nc2ccc(F)cc2)c(=O)[nH]c1=O	4	-2	-3	-43	-9	-1	0.1	-2
3	CC/C(=N\NC(N)=O)c1c(O)[nH]c(=O)[nH]c1=O	7	0	.	-1	.	1	.	.
4	N=C1c2ccccc2CN1NC(=O)c1ccc(Br)cc1	-6	3	-5	-31	7	-5	1.6	1
5	CC(=O)C1C2c3ccccc3OC1(C)N=c1s/c(=C/c3cnn(C)c3)c(=O)n12 (configuration not stated)	5	.	-3	.	-5	.	.	3
6	O=P1(c2ccccc2)Nc2ccccc2N1c1ccccc1 (configuration not stated)	-3	0	4	-5	.	0	1.1	2
7	COc1ccc(C(=O)CN2CCCCC2)cc1	-2	-3	.	-8	8	-2	-1.3	.
8	CCC(=NCc1cccnc1)c1c(O)n(-c2ccccc2)c(=O)[nH]c1=O	.	2	-2	-1	-4	1	1.4	0
9	C=CC[C@@H](C)CC(=O)C(CCCN=[N+]=[N-])SOOc1ccccc1 (some centres not stated)	-2	-2	-4	3	-1	5	-0.3	0
10	CC(=NCc1ccco1)c1c(O)n(-c2ccccc2)c(=O)[nH]c1=O	-12	.	-2	.	9	.	.	-29
11	CCN1CCN(Cc2cc(Br)ccc2O)CC1	-6	.	-2	.	0	.	.	-3
12	CCNC(=O)N1Cc2ccccc2-n2nncc2C1	.	-3	1	-4	-5	6	0.0	1
13	C[C@]12CC[C@H](O)C[C@H]1CC[C@@H]1[C@@H]2CC[C@]2(C)[C@@H](C3=CC(=O)OC3)CC[C@]12O	-6	.	3	-1	1	3	0.2	-5
14	Cc1cccc(CCNCc2cc3cccc(C)c3[nH]c2=O)c1	-2	-2	6	-36	0	2	0.2	-3
15	O=C(NC(=O)c1c(F)cccc1F)Nc1cc(Cl)c(F)c(Cl)c1F	-5	0	0	-14	-3	-1	0.1	7
16	Cc1nn(C2CCOC(C)(C)C2)c2c1C(c1ccc(OC(C)C)cc1)SCC(=O)N2 (configuration not stated)	9	.	-3	.	-1	.	-2.2	3
17	Cc1ncc2n1-c1ccc(Cl)cc1C(c1ccccc1F)=NC2	3	11	1	-9	-2	0	.	13
18	NC(=O)CN1CC(c2ccccc2)CC1=O (configuration not stated)	-5	0	-4	-12	4	4	.	-5
19	COC(=O)C1=C(c2ccc(F)cc2OCc2ccccc2)C[C@@H]2CC[C@H]1N2C(=O)NCc1ccc2[nH]ccc2c1	-6	1	-2	-11	3	4	-0.1	-3
20	Cc1ccccc1-n1c(O)c(C(c2ccncc2)c2c(O)n(-c3ccccc3C)c(=O)[nH]c2=O)c(=O)[nH]c1=O	-2&-8	5&0	1&1	-38&-19	5	4&1	-0.1	-6&-5
21	CN1C[C@H]2CON(C)[C@H]2C[C@H]1c1cccc(Br)c1	-2	-3	2	-8	-1	-15	0.1	1
22	COc1cc(Br)c(CNCCc2ccc3c(c2)OCO3)cc1OC	-7	1	-6	16	-5	3	0.2	-4
23	Cc1cc(C)c(Cn2c(C(=O)O)c(C=O)c3ccccc32)c(C)c1	5	8	.	i	.	-3	0.9	.
24	O=[N+]([O-])c1ccc(N2CCOCC2)c2c1no[n+]2[O-]	.	4	-1	-4	-83	4	-0.1	11
25	Clc1ccc(CSC(Cn2ccnc2)c2ccc(Cl)cc2Cl)cc1 (configuration not stated)	-7	3	4	-12	-8	1	0.0	3
26	CC(C)(C)N1C(=O)NC(=O)/C(=C\c2ccc3c(c2)CCN3CCCCl)C1=O	-7	6	-3	-46	.	13	0.8	-28
27	O=C(O)[C@H]1[C@H](CO)[C@H]2Cn3c(ccc(-c4ccncc4)c3=O)[C@@H]1N2C(=O)C1CCC1	-13	1	-3	-29	0	-6	0.0	1
28	CN(C)/C=C/C(=O)C(Cl)(Cl)Cl	-5	1	.	-2	.	-1	7.0	.
29	CCc1ccc(NP(=O)(Oc2ccccc2F)Oc2ccccc2F)cc1	-1	-2	.	-3	.	2	7.3	.
30	CCN1C(=O)C(=C2C=C(C)OC(C)=C2)C(=O)N(CC)C1=S	0	1	.	-22	.	4	.	.
31	COC(=O)C1=C(c2c(C)noc2C)C[C@@H]2CC[C@H]1N2C(=O)NC1CCCCC1	0	-1	2	-4	-5	0	-0.1	-5
32	CCOc1cc2c(cc1OCC)-n1cccc1C(c1cccc(F)c1)NC2 (configuration not stated)	6	1	-1	-7	-1	1	.	4
33	COc1ccc2c3c1OC1C(=O)CC[C@@]4(O)[C@@H](C2)N(CC2CC2)CC[C@]314 (some centres not stated)	1	3	2	-7	3	-6	.	-11
34	CCN(CC)P(=O)(/C=C(\Cl)c1ccccc1)/C=C(\Cl)c1ccccc1	0	-2	.	-11	.	-2	1.6	.
35	CC(=O)OC1(Cc2ccccc2)CN2CCC1c1ccccc12 (configuration not stated)	-12	.	-6	.	-6	.	.	-2
36	Fc1ccc2c(c1)nnn2C1CCN(Cc2ccccc2)CC1	-3	.	5	.	10	.	.	-13
37	N=C1C(c2ccccc2)=C(O)CN1Cc1ccco1	-46	1	3	-8	-6	12	.	-11
38	CC(C)OCC(O)CN1CC2C[C@@H](C1)Cn1c2cccc1=O (some centres not stated)	26	-4	2	-15	-1	-13	0.0	1
39	CCOP(=S)(OCC)C(O)CCCCCn1c(=O)c(F)cn(C2CCCO2)c1=O (configuration not stated)	-2	-3	5	-1	2	-8	-0.1	2
40	O=C(CN1CCCC1)Nc1ccc(Cl)cc1C(=O)c1ccccc1	-19	-5	.	-12	.	-11	0.8	.
41	COc1cc(C)c(CNCCc2c[nH]c3ccccc23)cc1C	15	-5	3	2	-4	0	.	-7
42	CCCc1nc2ccc(Br)cc2c(=O)n1-c1ccc([N+](=O)[O-])c(C(F)(F)F)c1	-2	.	0	.	-25	.	.	2
43	O=[N+]([O-])c1cccc(C2N3CCCN23)c1 (configuration not stated)	-6	-14	-3	-15	.	5	.	-8
44	COC(=O)C1=C(c2ccc(F)cc2OCc2ccccc2)C[C@@H]2CC[C@H]1N2C(=O)NCCNC(C)=O	17	0	7	10	5	-1	0.4	-11
45	CCN1CCC(N(C)C2CCCCC2)CC1	-2	-22	0	3	1	3	0.0	0
46	CC1=CC(=O)C2=C(C)C[C@H](O)[C@@H]3[C@H](OC(=O)[C@H]3C)[C@@H]12	-2	-1	3	4	-6	2	3.1	-5
47	Cc1ccc(-n2c(O)c(/C=C/C=Nc3ccccc3)c(=O)[nH]c2=O)cc1	-6	-1	.	i	.	3	.	.
48	C=CCOC(=O)COc1cc(C)cc2oc(=O)c3c(c12)CCC3	-5	.	-2	.	-3	.	.	-17
49	CC1=CC(=Cc2sc3ccccc3[n+]2C)C=C(C)O1	0	-5	.	60*	.	5	.	.
50	Cn1cnc([N+](=O)[O-])c1Sc1ccc([N+](=O)[O-])cc1	1	2	4	-6	.	-1	-4.9	-3
51	O=C(c1ccccc1)C1CCCN(Cc2nc(-c3cnccn3)no2)C1 (configuration not stated)	0	1	-4	-12	5	-3	-0.2	-2
52	COc1cccc(N2CCN(Cc3cccc(Cl)c3)CC2)c1	6	7	.	-11	4	2	.	.
53	O=C(Cc1ccncc1)N1CCCCN2[C@H](CO)[C@H](c3ccc(C#CC4(O)CCCC4)cc3)[C@@H]2C1	0	1	-4	-9	.	-4	0.1	-6
54	COC(=O)[C@@]1(Cc2ccc(F)cc2)[C@H]2c3cc(C(=O)N(C)C)[nH]c3C[C@H]2CN1C(=O)c1ccccc1	2	4	2	-13	3	4	0.0	-8
55	COC(=O)Cn1cc(/C=C2\C(=O)NC(=O)N(c3ccc(OC)cc3)C2=O)c2ccccc21	3	2	4	i	1	0	0.9	-36
56	O=c1[nH]c(=S)n(C2CC2)c(O)c1/C=N/N1CCOCC1	-1	-2	.	-7	.	-3	-0.2	.
57	O=C1CN=C(c2ccccc2)c2cc([N+](=O)[O-])ccc2N1	-1	0	-3	0	-2	2	.	7
58	O=C(c1cccc(N2CCCC2=O)c1)N1CCC2(CC1)OCCO2	-9	.	5	.	-6	.	.	3
59	C#CC(CC)(CC)NC(=O)Nc1ccc(OCC)cc1	.	4	-4	1	6	0	.	5
60	CC[C@]12CC[C@H](O)CC1=CCC1C2CC[C@]2(C)C(=O)CCC12 (some centres not stated)	.	-3	2	-2	-3	0	0.8	7

Next part:
entry	molecule	ARNT TACC3 PPI	Casp6 inh	PglD inh	RAD52 anneal inh	esBAF inh	ERp5 block	E-selectin induc	RAD54 inh
61	CCOC(=O)[C@]12Cc3cc(C)ccc3[C@H]1N(CCC(=O)OC)C(=O)c1ccccc12	.	-1	.	-26	.	-7	0.1	.
62	CC(=O)c1c(C)n(C2CCCCC2)c2ccc(O)cc12	1	0	.	-8	.	0	.	.
63	COc1ccc(N2C(=O)CC(N3CCC(n4c(=O)[nH]c5ccccc54)CC3)C2=O)cc1 (configuration not stated)	-3	.	-22	.	-3	.	.	5
64	CCC1(NS(=O)(=O)c2ccc(N)cc2)C(=O)N(C)C(=O)N(C)C1=O	2	1	.	-13	.	7	-0.1	.
65	C[C@]12CC[C@H](O)CC1=CCC1C2CC[C@@]2(C)C1C[C@@H]1CC(=O)O[C@@H]12 (some centres not stated)	-1	0	-6	-3	0	-6	-0.6	-2
66	Cc1cccc(C)c1-n1nnnc1C(CCc1ccccc1)N1CCC2(CC1)C(=O)NCN2c1ccccc1 (configuration not stated)	.	3	-3	-12	-14	-4	-0.3	7
67	CSc1ccc(C(=O)C2CCCN(Cc3cc4ccccc4[nH]3)C2)cc1 (configuration not stated)	14	1	0	-27	-4	6	.	-8
68	CCn1c(O)c(C(c2ccccn2)c2c(O)n(CC)c(=S)[nH]c2=O)c(=O)[nH]c1=S	6	0	-3	-32	-1	-6	.	-10
69	CC(=NCc1ccc2c(c1)OCO2)c1c(O)n(Cc2ccccc2)c(=O)[nH]c1=O	-1	0	-10	-31	-1	3	5.4	-10
70	O=C(COc1ccccc1)NCCc1cnc[nH]1	-9	-7	-3	-14	-2	-1	0.1	3
71	O=C1CC(=O)N(c2cccc(Br)c2)C(=O)N1	2	4	-9	-133	-3	2	0.2	-16
72	NNC(=O)c1ccc(Cl)cc1	-13	2	-6	-16	38	-6	1.8	4
73	Cc1nn(CC(C)C)c(Cl)c1C(=O)NC1CCCC1	.	-1	1	-44	3	-7	-0.2	-3
74	Clc1ccc(COC(Cn2ccnc2)c2ccc(Cl)cc2Cl)c(Cl)c1 (configuration not stated)	0&-1	-2&-1	-2&7	1&0	-11&-14	4&1	?	-8&7
75	CC(C)CC(=O)NC(Oc1ccc(Cl)cc1)C(Cl)(Cl)Cl (configuration not stated)	0	.	-1	.	-4	.	.	-3
76	O=C(c1cc2cc(Cl)ccc2[nH]1)N1CCC2(CC1)OCCO2	2	1	-3	-23	36	6	.	-7
77	COC(=O)C1=C(c2ccc(S(C)(=O)=O)cc2)C[C@@H]2CC[C@H]1N2C(=O)NC1CCCCC1	-16	0	-1	6	-4	5	0.1	-12
78	CCCOC(=O)COc1cc(C)cc2oc(=O)c3c(c12)CCC3	-4	.	8	.	6	.	.	-13
79	C[C@H]1CN([C@@H](C)CO)C(=O)CCCn2cc(nn2)CO[C@@H]1CN(C)C(=O)Oc1cccc2ccccc12	-4	-1&0	2	11&-15	-5	5&0	1.9	-6
